# RBX1-CUL1 inh – inhibitors of human ROC1-CUL1 ubiquitin ligase activity | E3 ubiquitin-protein ligase RBX1 (Homo sapiens) + Cullin-1 (Homo sapiens), P62877+Q13616 | in vitro K48 di-Ub FRET, acceptor:donor ratio, 45 min | inhibition, % at 10 µM | hit rate 0.6% among 140,000 | AID 1347404, 2020; in the data active = inhibition above about 25%
# Target sequence (P62877 whole entry, looked up): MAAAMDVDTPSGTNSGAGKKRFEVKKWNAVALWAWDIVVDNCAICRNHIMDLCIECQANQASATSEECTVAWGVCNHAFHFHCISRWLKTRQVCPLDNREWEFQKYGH
# Target sequence (Q13616 whole entry, looked up): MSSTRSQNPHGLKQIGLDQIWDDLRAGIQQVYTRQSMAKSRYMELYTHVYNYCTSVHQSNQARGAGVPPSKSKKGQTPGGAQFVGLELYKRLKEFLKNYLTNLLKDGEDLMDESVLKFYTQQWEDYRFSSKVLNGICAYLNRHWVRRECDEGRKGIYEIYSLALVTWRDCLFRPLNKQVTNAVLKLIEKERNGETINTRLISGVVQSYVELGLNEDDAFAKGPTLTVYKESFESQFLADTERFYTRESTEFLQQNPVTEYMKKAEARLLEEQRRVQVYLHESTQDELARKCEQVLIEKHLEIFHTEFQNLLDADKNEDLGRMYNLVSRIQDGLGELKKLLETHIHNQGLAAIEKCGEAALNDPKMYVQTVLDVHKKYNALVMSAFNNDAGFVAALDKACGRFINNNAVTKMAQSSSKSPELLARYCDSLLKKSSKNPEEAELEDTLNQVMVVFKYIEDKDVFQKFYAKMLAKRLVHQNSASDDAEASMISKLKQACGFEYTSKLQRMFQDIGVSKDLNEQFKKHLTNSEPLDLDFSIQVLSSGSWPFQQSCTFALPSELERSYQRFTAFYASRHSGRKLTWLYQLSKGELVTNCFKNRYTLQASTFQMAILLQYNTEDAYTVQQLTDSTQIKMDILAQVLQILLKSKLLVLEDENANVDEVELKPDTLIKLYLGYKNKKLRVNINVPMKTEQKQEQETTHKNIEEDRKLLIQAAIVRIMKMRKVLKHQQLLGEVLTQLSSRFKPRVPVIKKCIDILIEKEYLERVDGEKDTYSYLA
# * marks the source's active call; other numbers are inactive results. Some of the compounds tested; the hit share may differ from the screen's.
SMILES,RBX1-CUL1 inh
CCc1ccc(C(=O)c2c[nH]cc2-c2ccccc2)cc1,3.0
COc1ccc(OC)c(NC(=O)COc2ccc(C)cc2C)c1,-1.0
Cc1ccc2c(c1)C1=Nc3ccccc3SC(c3cccs3)C1CO2 (configuration not stated),3.2
CNC(=O)c1ccc(N(Cc2ccc(F)cc2)S(C)(=O)=O)cc1,-11.2
CC(C)(C)c1cnc2c(=O)[nH]cnc2n1,3.7
Cc1n[nH]c(C)c1S(=O)(=O)NC1CC(=O)N(CCCc2ccccc2)C1 (configuration not stated),0.8
COc1ccc(Cl)cc1/C=C1/SC(=Nc2ccccc2F)NC1=O,6.3
COc1ccccc1-n1cc(CNC(=O)CCC2(Cc3ccc(Cl)cc3)CCC(=O)N2)cn1 (configuration not stated),0.6
COc1ccccc1C1CC(c2ccc(Br)cc2)=NN1C(=O)c1ccccc1 (configuration not stated),8.1
Cc1nc2cccnc2n1-c1cccc(C(=O)NCCN(C)C)c1,-3.5
COc1cc(/C=C2/C(=O)NN(c3ccc(Cl)cc3)C2=O)ccc1OCc1ccc(F)cc1,0.2
CC(C)(C)c1cc([N+](=O)[O-])cc(C(C)(C)C)c1N,-5.6
CC(=O)c1cccc(NS(=O)(=O)c2cc3c(cc2C)n(C)c(=O)c(=O)n3C)c1,-6.5
O=C(Cc1ccccc1)Nc1ccccc1O,-2.1
Cc1nc2ncnn2c(C)c1CCC(=O)N1CCN(c2ccccc2)CC1,-10.1
CC(C(=O)Nc1nccs1)c1cccc(C(=O)c2ccccc2)c1 (configuration not stated),-0.1
Cc1ccc2c(c1)-c1cc(C)nn1C(c1c(F)cccc1Cl)N2 (configuration not stated),3.6
CCOC(=O)C1=C(C)N=c2s/c(=C/c3cc(I)c(OC)c(OC)c3)c(=O)n2C1c1ccc(N(C)C)cc1 (configuration not stated),8.2
Cc1ccc2cc(-c3cccnc3)[nH]c2c1,1.8
CCn1c(Cc2ccccc2)nnc1SCC(=O)Nc1c(C)cccc1C,3.5
CCn1c(SCC(=O)N2CCC(C)CC2)nnc1-c1ccccc1O,2.0
CCc1cccc(C)c1NC(=O)CSc1nnc(N)s1,13.4
COc1ccc(Nc2cc(=O)c(-c3ccccc3)n[nH]2)cc1,-1.9
Cc1cc(Cl)c(S(=O)(=O)Nc2ccc3c(c2)CCC3)cc1OCC(N)=O,-3.6
CC1N=C2C=CC=CN2C(=O)C1=NC(=O)c1c(F)cccc1F (configuration not stated),-10.5
CNC(=O)c1ccccc1NC(=O)c1cccc(C)c1,3.6
Nc1nc2nn(COCCO)cc2c(=O)[nH]1,-5.1
CC1(C)CC(N=CC2C(=O)N(c3nc4ccccc4s3)N=C2c2ccccc2)CC(C)(C)N1 (configuration not stated),2.4
O=C(CSc1oc(-c2ccco2)nc1S(=O)(=O)c1ccc(Br)cc1)c1ccccc1,3.6
Cc1cc(C)c(OCC(=O)N(Cc2ccc(N(C)C)cc2)CC2CCCO2)c(C)c1 (configuration not stated),10.8
COc1ccc(C)cc1NC(=O)c1ccc2c(c1)N(Cc1cccc(Cl)c1)C(=O)c1ccccc1S2=O (configuration not stated),0.9
CSc1ccc(S(=O)(=O)N(CC(=O)Nc2ccc(S(=O)(=O)Nc3cccc(C)c3)cc2)c2ccc(C)cc2)cc1,-2.2
O=C(CCC1CCCC1)NCCCNC(=O)CCC1CCCC1,1.0
Cc1ccc2c(c1)CN(CCC(=O)NC1CCN(Cc3ccccc3)CC1)CC(C)O2 (configuration not stated),0.1
O=C(Nc1ccc(F)c(Cl)c1)C1CCCN1S(=O)(=O)c1ccc(F)cc1 (configuration not stated),1.9
CCC(Oc1ccc(C)cc1)C(=O)NC1CC1 (configuration not stated),4.7

# Filtered by structure: the entries above with four or more nitrogen atoms
SMILES,RBX1-CUL1 inh
CC(C)(C)c1cnc2c(=O)[nH]cnc2n1,3.7
Cc1n[nH]c(C)c1S(=O)(=O)NC1CC(=O)N(CCCc2ccccc2)C1 (configuration not stated),0.8
COc1ccccc1-n1cc(CNC(=O)CCC2(Cc3ccc(Cl)cc3)CCC(=O)N2)cn1 (configuration not stated),0.6
Cc1nc2cccnc2n1-c1cccc(C(=O)NCCN(C)C)c1,-3.5
Cc1nc2ncnn2c(C)c1CCC(=O)N1CCN(c2ccccc2)CC1,-10.1
CCn1c(Cc2ccccc2)nnc1SCC(=O)Nc1c(C)cccc1C,3.5
CCn1c(SCC(=O)N2CCC(C)CC2)nnc1-c1ccccc1O,2.0
CCc1cccc(C)c1NC(=O)CSc1nnc(N)s1,13.4
Nc1nc2nn(COCCO)cc2c(=O)[nH]1,-5.1
CC1(C)CC(N=CC2C(=O)N(c3nc4ccccc4s3)N=C2c2ccccc2)CC(C)(C)N1 (configuration not stated),2.4

# The listing continues:
SMILES,RBX1-CUL1 inh
O=c1ccc(=Nc2ccccc2)o[nH]1,-5.9
COCCN1C(=O)CC(CC(=O)N2CCCC2c2ccccc2OC)(c2ccccc2OC)C1=O (configuration not stated),-4.5
Cc1cc(C)cc(N2CC(C(=O)OCC(=O)c3ccccc3)CC2=O)c1 (configuration not stated),2.6
CC(=O)C1C(c2ccc(F)cc2)c2c(noc2C)CC1(C)O (configuration not stated),-9.7
O=C(Nc1ccc(C(=O)N2CCN(c3ccccc3F)CC2)cc1)c1nsc2ccccc12,10.7
CC(CNC(=O)CCS(=O)(=O)c1cc2c(cc1Cl)NC(=O)CO2)c1ccccc1 (configuration not stated),3.3
CC(C)(C)c1cc([N+](=O)[O-])ccc1S(C)(=O)=O,8.2
O=C(Cn1cncn1)N1CCC2(CCCN(Cc3ccc(F)c(F)c3)C2)C1 (configuration not stated),5.0
O=C(O)c1cccc(C2C(C(=O)c3ccc(Br)cc3)C(=O)C(=O)N2c2ccc(Br)cc2)c1 (configuration not stated),6.4
Cc1sc2ncn(CC(=O)N3CCC(C)CC3)c(=O)c2c1-c1ccc(Br)cc1,-2.0
CCOc1ccc(-c2[nH]nc3c2C(c2ccc(OCc4ccc(F)cc4)c(OC)c2)C(C#N)C(=N)O3)cc1 (configuration not stated),-3.9
CCC1(C)Oc2ccc(NC(=O)c3cc(F)c(F)cc3Cl)cc2O1 (configuration not stated),-7.5
CCCC1S/C(=N/N=C/c2ccco2)NC1=O (configuration not stated),-2.5
O=C(c1cc(-c2ccccc2O)on1)N1CCCCC1,-6.3
C=CCOc1ccccc1C=NCCN=Cc1ccccc1OCC=C,-5.2
CN1CCN(c2cc3c(nn2)N2CCN3c3ccccc32)CC1,-3.3
Cc1ccc(CNC(=O)CSc2c3c(nc4ccc(Cl)cc24)CCCC3)cc1,9.1
CC(C)CNc1oc(-c2ccco2)nc1C#N,2.0
O=C(COc1ccccc1)NNC(=O)c1cccc(Cl)c1,15.3
Cc1scc(CN2CCN(c3ccccc3F)CC2)c1C,-7.4
O=C(O)c1cc(C(=O)O)c(-c2nc3ccccc3s2)cc1-c1nc2ccccc2s1,11.3
CN(C)C(=O)OCCn1ccnc1,-5.9
CCOC(=O)c1ccc(NN2C(=O)c3ccccc3C2=O)c([N+](=O)[O-])c1,4.2
O=C(NCc1cccc(F)c1)c1ccccc1NC(=O)c1nsc2ccccc12,0.5
COc1ccc(O)c(C(c2c[nH]c3ccccc23)c2c[nH]c3ccccc23)c1,5.5
O=C(CCC1CCCN(C(=O)/C(F)=C/c2ccccc2)C1)N1CCCC1 (configuration not stated),-2.7
O=C(Cn1c(=O)n(Cc2ccc3c(c2)OCO3)c(=O)c2ccc(C(=O)NC3CCCCC3)cc21)Nc1ccccc1F,0.3
COc1ccc(OC)c(NC(=O)C(C)Oc2cc(Cl)c(Cl)cc2Cl)c1 (configuration not stated),8.7
COc1ccc(CNc2nc(-c3ccccc3)nn2S(=O)(=O)c2ccccc2)cc1,-4.5
CCc1c(C(=O)OC)nnc2cc(C)nn12,-9.4
COC(=O)c1ccc(CN2CCOc3ccc(C(C)(O)COc4ccccc4)cc3C2)cc1 (configuration not stated),1.0
COC(=O)n1ccc(C(=O)N2CCOCC2)n1,0.1
CCSc1nnc(-c2c(Cl)c(CC)nn2C)s1,6.9
CC(C)[C@H]1COC(=O)N1CC(=O)N1CCC(CCN2CCCC2=O)CC1,-18.9
Cc1nc(-n2cc(F)c(=O)[nH]c2=O)c2nc(C)oc2n1,-3.1
COc1ccccc1NC(=O)c1cnc(Nc2nc3ccccc3o2)nc1C,-1.4
CCOC(=O)CN1C(=O)S/C(=C/c2cc(Br)cs2)C1=O,-2.9
Cc1ccc(-c2nn3c(Cn4nnc(-c5ccccc5)n4)nnc3s2)cc1,4.9
CNCCCCOc1ccccc1-c1ccccc1,13.7
Cc1ccc(NC(=O)CCSc2ccc(Cl)cc2)cc1,-3.5
COc1ccc(C(=O)NNc2ccccc2)cc1,-0.4
Cc1cccc(NC(=O)/C=C/c2cccs2)n1,7.4
CCCCOc1ccc(Cn2c(=O)sc3ccccc32)cc1OC,-0.1
CCCCN1C2=NC(c3ccccc3)CN2c2ccccc21 (configuration not stated),12.2
CC1=NC2=C(C(=O)c3ccccc32)C(c2cccc(Br)c2)C1C#N (configuration not stated),1.7
COC(=O)c1ccc(Cn2cnc3ccccc3c2=O)cc1,4.9
Cc1ccccc1N1CCN(C(=O)c2ccc3c(c2)OCCO3)CC1,7.6
CCc1c(C#N)c(SCC(=O)c2cc(C)n(-c3ccccc3)c2C)nc2c1C(=O)CC(C)(C)C2,-8.3
COc1ccc(C2=CC=Nn3c(Cc4ccccc4)nnc3S2)cc1,8.5
CC(Oc1ccccc1)C(=O)OCc1cc(=O)n2nc(C(C)C)sc2n1 (configuration not stated),1.1
CN(Cc1ccccc1)C1(CNCc2cnn(C)c2)Cc2ccccc2C1,3.3
COc1ccccc1N1CCN(S(=O)(=O)Cc2ccc(F)cc2)CC1,4.8
OC(CO/N=C(/c1ccncc1)c1ccc(Br)cc1)CN1CCN(c2ccccc2)CC1 (configuration not stated),-2.4
COc1ccc(Cc2nn3c(-c4ccccc4)nnc3s2)cc1OC,9.9
CC#CC(=O)N1CCc2[nH]nc(-c3ccc4c(c3)OCO4)c2C1,-9.4
O=C(Oc1cccc2c1Oc1nc3ccccc3nc1O2)c1cccs1,1.8
CCN(C(=O)c1cc2c(=O)n3ccccc3nc2n1C)c1ccccc1,12.2
COc1cccc(-n2c(=O)c3sc4ccccc4c3n(CC(=O)Nc3cccc(Cl)c3)c2=O)c1,-1.5
CCCCOC(=O)COc1cc2oc(=O)c(CCC)c(C)c2cc1Cl,1.2
Fc1ccc(-c2cc(-c3ccccc3)c3c(n2)-c2cc(F)ccc2OC3)cc1,-16.6

# Next section
SMILES,RBX1-CUL1 inh
Cc1ccccc1NCC(=O)c1ccccc1,-6.0
CN(C)C(=O)CSc1nnc(-c2ccccc2Br)o1,-0.9
COC1=C(Cl)C(=O)N(c2c(C)cccc2C)C1=O,4.8
Cc1nc2nc(SCC(=O)NCCc3ccccc3)nn2c(C)c1Cc1c(F)cccc1Cl,1.8
COc1ccccc1C(=O)N1CCN(C(=O)CC2(c3ccccc3OC)CC(=O)N(C)C2=O)CC1 (configuration not stated),4.8
CCOC(=O)C1C(CS(=O)(=O)c2cccc(C(F)(F)F)c2)=NC(=O)NC1c1cccc(OC)c1 (configuration not stated),-3.3
COc1ccc(CCNC(=O)c2nn(-c3ccc(C)cc3)c(=O)c3c2c2ccccc2n3C)cc1OC,-3.1
COC(=O)c1c(C)oc2ccc(N(C(C)=O)S(=O)(=O)c3cc(C)c(C)cc3C)cc12,5.9
COc1cc2c(cc1NC(=O)COc1ccc(Br)cc1)oc1ccccc12,6.4
CCOc1ccc(NC(=O)Cn2cnc3sc(C)c(S(=O)(=O)N4CCN(c5ccccc5OC)CC4)c3c2=O)cc1,-4.1
CCCOc1ccc(CNC(=O)c2cc3oc4ccccc4c3n2C)cc1,2.8
CCCCOc1ccc(C(=O)N(Cc2nc(-c3ccc(Cl)cc3)no2)C(C)C)cc1,1.4
Cc1ccc(N2CCN(C(=O)CC3(c4ccc(-c5ccccc5)cc4)CC(=O)N(C)C3=O)CC2)c(C)c1 (configuration not stated),1.4
CC1=Nc2nc(SCc3ccccc3Cl)nn2C(c2ccc(O)cc2)C1C(N)=O (configuration not stated),-4.1
CCCCC(CC)C(=O)Nc1nc2ccc(OCC)cc2s1 (configuration not stated),-9.7
Cn1c(=O)c2c(-c3ccc4c(c3)OCO4)ccnc2n(C)c1=O,3.9
CC[C@H](C)[C@H](NC(=O)CCC1(Cc2ccc(OC)cc2F)CCC(=O)N1)C(=O)OC (some centres not stated),10.3
Cc1ccc(NC(=O)c2cc(-c3ccc(C)s3)nc3ccccc23)c(NC(=O)c2cc(-c3ccc(C)s3)nc3ccccc23)c1,11.8
Cc1nn(Cc2noc(C(=O)NC(C)c3ccccc3)n2)c(C)c1Br (configuration not stated),-10.2
COc1cccc(C2c3c(n[nH]c3C(C)(C)C)OC(=N)C2C#N)c1OC(=O)N1CCOCC1 (configuration not stated),3.3
CCOC(=O)c1cnc(SC)nc1Sc1nc2ccccc2s1,-0.7
Cc1cc(OCC(=O)N2CCN(S(C)(=O)=O)CC2)ccc1Cl,9.8
Cc1cc(N2C(=O)C(C)CS2(=O)=O)ccc1S(=O)(=O)N1CCC(C)CC1 (configuration not stated),14.4
OC1CCN(CC(O)COc2cccc(CN3CCN(c4ccccn4)CC3)c2)CC1 (configuration not stated),-3.7
COc1ccc(CCNC(=O)c2cc3c(-c4ccccc4F)nn(C)c3s2)c(OC)c1,-17.3
CCN1CCN(Cc2nc3cc(NC(=O)C(C)C)ccc3n2C)CC1,-2.1
CCCN1CCC(N2CCCC(Nc3ccc(F)cc3)C2)CC1 (configuration not stated),1.6
CCn1c(Cl)nc2c1c(=O)n(C)c(=O)n2C,6.4

# High-throughput results: PubChem BioAssay, Icahn School of Medicine at Mount Sinai
